C2C12 statin = suppression of simvastatin myotoxicity | C2C12 myotubes + simvastatin, ATP luminescence, 48 h; scaled: DMSO 0, geranylgeraniol control 100 | rescue of ATP level, % at 7.49 µM | 330,000 tested, 0.78% active;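 active = mean ATP rescue above about 67%, or every replicate alone reaching that limit, limit read from the data, passing the limit was not always enough; inconclusive = no clear call, values can overlap the other calls; inactive = mean under the limit and some replicate under it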;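 also: myotubes were challenged with 10 µM simvastatin during compound exposure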
PglD DTNB = inhibitors of Campylobacter jejuni PglD acetyltransferase. purified PglD enzyme, DTNB colorimetric CoA detection. inhibition, % at 12.5 µM. 360,000 tested, 0.098% active. AID 602405; in the data active = inhibition above about 16%, passing the limit was not always enough; inconclusive = no clear call, values can overlap the other calls; also: strong numbers were not always called active
Cneo AK release = causes C. neoformans cell lysis; adenylate kinase release luminescence, 4 h; normalised: neutral wells 0, clomiphene wells 100; lysis activity, % at 15 µM; 360,000 tested, 0.2% active; AID 651654;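 active = mean lysis activity across replicates of at least 80%, whatever share of replicates individually reach that level; inactive = mean lysis activity below 80%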
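Signal: Adenylate kinase release luminescence | Assay system: Log-phase Cryptococcus neoformans yeast cells | Input: Cells at 5 × 10^6 per mL | Buffer or medium: Fresh YPD growth medium | Compound: Single dose | Schedule: Static 4 h at 37 °C with compound, 1 h detection | Controls: Clomiphene | Read-out: Luminescence rise reflecting yeast cell lysis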
F508del corr = correctors of CFTR F508del function in bronchial epithelial cells; CFBE cells, YFP halide quenching; stimulated with forskolin plus potentiator P3; % fluorescence drop versus neutral controls; 350,000 tested, 0.36% active; AID 720511; activity (quench increase), % at 7.58 µM;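 active = mean added fluorescence quench of at least 8% versus neutral control, with both replicates also reaching 8%; inconclusive = only one of the mean or replicate conditions met; inactive = mean below 8% and not both replicates reaching 8%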;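 also: cells transiently co-express mutant CFTR-F508del with the halide-sensitive YFP; corrector assay measuring rescue of mutant channel to the surface after 24 h compound exposure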
PGC1a acetyl inh = PGC1a acetylation modulation, inhibitor mode. AID 651687. inhibition, % at 15.6 µM. U2OS PGC1a acetylation, AlphaScreen anti-acetyl-lysine; with virally co-expressed GCN5 acetyltransferase. 350,000 tested, 0.17% active;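 active = every replicate shows inhibition of at least 40%; inconclusive = mean inhibition at least 40% but some replicate below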;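 also: 0% = neutral control wells and 100% = positive control wells; some results beyond the cut were filed as inactive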
INS-1E GSIS act = primary screen for activators of insulin secretion dependent on glucose, INS-1E cells, GLuc reporter luminescence | INS-1E GLuc reporter insulin secretion, 2-3 h | activation, % at 16.6 µM | 370,000 tested, 0.61% active | AID 743287;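 active = lowest replicate activation of at least 40%, so every replicate reaches that level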;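 also: 0% = median of neutral control wells and 100% = median of IBMX positive control wells; some compounds called inactive have numbers as strong as hits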
FN deposition inh = fibronectin deposition inhibition; AH1F fibroblasts, Alexa488-fibronectin deposition fluorescence, overnight; inhibition, % at 12.6 µM; 350,000 tested, 0.086% active;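 active = mean inhibition across replicates of 30% or more, regardless of how many single replicates reach that level; inconclusive = mean under 30% yet at least half of replicates reach 30%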;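 also: positive control wells lacked labelled fibronectin entirely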
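Material: AH1F fibroblast monolayer depositing Alexa488-labelled fibronectin into matrix | Input: 10000 AH1F cells/well | Medium: DMEM plus 2% serum, read in PBS | Reagent: Alexa488-fibronectin, 24 nM final in well | Compound dosing: One dose per compound, pinned | Schedule: 1 h adhesion, overnight exposure | Measured by: Fluorescence at 485 nm excitation, 525 nm emission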
miR-122 sensor = miR-122 inhibition in Huh7 cells; Huh7 miR-122 Renilla luciferase sensor, 48 h; neutral wells = 0, positive control = 100; activation (reporter increase), % at 12.5 µM; AID 602342; 340,000 tested, 0.3% active;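 active = mean replicate activation score at least 90 and every replicate individually at or above 90; inconclusive = only one of the two criteria met; inactive = neither criterion met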;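 also: higher luciferase means less miR-122 activity so hits act as miR-122 inhibitors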
Starred values were filed as active, the others as inactive; ? = inconclusive; . = not tested or not shown; [ ] = dose if it differs, or a comment. An unsorted share of the library; any-hit rate near 2.1%.

structure,C2C12 statin,PglD DTNB,Cneo AK release,F508del corr,PGC1a acetyl inh,INS-1E GSIS act,FN deposition inh,miR-122 sensor
COc1ccc(NC(=O)Nc2ccc3c(c2)C(=O)N([C@@H](C)CO)C[C@H](C)[C@H](CN(C)C(=O)Nc2ccc4c(c2)OCO4)OCCCC[C@@H](C)O3)cc1,.,0,-3,-0.1,0,11,.,-4[16.7 µM]
N#Cc1nccc2ccc(OCc3ccc(Br)cc3)cc12,.,3,-2,-1.1,.,5,5,.
CCCNC(=O)Nc1ccc2c(c1)OC[C@H](C)N(S(C)(=O)=O)C[C@H](C)[C@@H](OC)CN(C)C2=O,.,.,.,-0.1,-7,-5,-3,.
CC(=O)N1CCN(c2ccc(NC(=O)c3cccc(F)c3)cc2)CC1,7,-2,-1,3.1,-2,-6,-3,0
c1ccc(Nc2nnc(-c3cccc4ccccc34)o2)cc1,.,-1,0,0.8,-13,.,-12,-1
Cc1cccc(C)c1N1CCN(C(=O)c2ccc3c(c2)OCO3)CC1,-5,3,-2,1.9,.,-24,3,.
Cc1noc(C)c1S(=O)(=O)Nc1ccc2c(c1)CC(=O)N([C@H](C)CO)C[C@@H](C)[C@@H](CN(C)Cc1ccc(Oc3ccccc3)cc1)O2,29,-2,5,-3.2,-8,-6,2,-8[16.7 µM]
COC(=O)c1ccc(NC(=O)CN2C(=O)C3C4C=CC(C4)C3C2=O)cc1 (stereo not drawn),-30,-1,-1,.,16,5,.,-7
COC(=O)c1sccc1NC(=O)C1CCCCC1C(=O)O (stereo not drawn),.,.,.,-2.5,-4,-7,7,.
O=C(C[C@@H]1C[C@H]2c3cc(NC(=O)CC4CC4)ccc3O[C@H]2[C@H](CO)O1)NCCc1ccccc1,1,0,-4,-1.3,2,2,-23,-2[16.7 µM]
CC(=O)N1[C@H](CO)[C@@H](c2ccccc2)[C@@H]1CN(CC1CCC1)C(=O)CC1CC1,27,-2,-1,0.7,-1,1,1,21[16.7 µM]
COc1ccccc1-c1ccc2c(c1)O[C@H](CN(C)CC1CCOCC1)[C@@H](C)CN([C@H](C)CO)S2(=O)=O,-94,-2,-1,-0.2,23,-10,-11,-4[16.7 µM]
COc1ccc(S(=O)(=O)N2CCOCC2)cc1NC(=O)CNC(=O)c1cccs1,2,-5,-2,-0.6,7,9,-7,.
CCOC(=O)c1[nH]c(C)c(C(=O)NCCCN2CCOCC2)c1C,-5,-6,1,.,1,-1,-1,-3
O=C(C[C@@H]1CC[C@H]2[C@@H](COC[C@@H](O)CN2Cc2ccc(C(F)(F)F)cc2)O1)N1CCc2ccccc2C1,40,-2,0,-4.5,-4,-17,10,-7[16.7 µM]

Remaining list, next part
structure,C2C12 statin,PglD DTNB,Cneo AK release,F508del corr,PGC1a acetyl inh,INS-1E GSIS act,FN deposition inh,miR-122 sensor
O=C(Nc1cccc(-c2nc3ccccc3c(=O)o2)c1)c1ccccc1,.,.,.,-0.5,4,-2,-2,.
C[C@@H]1CN([C@@H](C)CO)C(=O)c2c(c3ccccc3n2C)-c2ccccc2CO[C@@H]1CN(C)Cc1ccc(Cl)c(Cl)c1,.,.,.,2.6,-5,7,0,.
COc1cccc(C2=Nn3c(nnc3-c3ccccc3O)SC2)c1,-16,-1,-2,.,-12,.,-3,.
C[C@@H]1CN([C@@H](C)CO)C(=O)Cc2cc(NS(=O)(=O)c3ccccc3)ccc2O[C@H]1CN(C)S(=O)(=O)c1ccccc1,-12,-1,3,0.3,-4,2,.,0[16.7 µM]
OCc1ccccc1O[C@@H]1O[C@H](CO)[C@@H](O)[C@H](O)[C@H]1O,3,5,-5,-3.8,0,13,.,-2
CS(=O)(=O)Nc1ccc2c(c1)[C@@H]1C[C@H](CC(=O)NCCc3ccccc3)O[C@H](CO)[C@@H]1O2,-1,-1,1,0.1,-8,9,9,8[16.7 µM]
CC(=O)Nc1cccc(NC(=O)c2cc(Cl)ccc2Cl)c1,0,3,0,-1.1,6,6,2,-3
O=C(c1ccncc1)N1C[C@@H]2[C@H](c3ccccc31)[C@@H](CO)N2C(=O)Nc1ccc(F)cc1,-15,2,5,-0.4,0,-3,.,21[16.7 µM]
C[C@H](CO)N1C[C@H](C)[C@H](CN(C)Cc2ccc(Cl)c(Cl)c2)Oc2ccc(NS(=O)(=O)c3ccccc3)cc2C1=O,7,4,1,0.1,2,-22,0,-1[16.7 µM]
Cc1ccc(S(=O)(=O)N[C@@H]2CC[C@@H](CCNC(=O)c3ccccc3F)O[C@H]2CO)cc1,-6,-6,78,-1.0,?,23,.,4[16.7 µM]
O=C(NCCCN1CCOCC1)c1cc2nc(-c3ccco3)cc(C(F)(F)F)n2n1,2,0,0,0.5,.,34,-5,0
CCN(CC)S(=O)(=O)c1cccc(-c2nnc(SCC(N)=O)n2CCc2ccccc2)c1,4,-2,-1,.,-2,.,4,-1
CCO[C@H]1OC(C(=O)O)=C[C@@H](C)[C@@H]1CCCO,-5,1,8,1.8,4,6,4,-1
CC(C)n1nc(C(=O)Nc2nc3ccc(S(C)(=O)=O)cc3s2)c2ccccc2c1=O,-18,-2,0,.,5,.,0,-2
Cc1noc(C)c1S(=O)(=O)N(C)C[C@H]1OCCCC[C@H](C)Oc2ccc(N(C)C)cc2C(=O)N([C@@H](C)CO)C[C@@H]1C,0,0,8,0.0,-5,.,.,0[16.7 µM]

The listing continues.
structure,C2C12 statin,PglD DTNB,Cneo AK release,F508del corr,PGC1a acetyl inh,INS-1E GSIS act,FN deposition inh,miR-122 sensor
O=C(Nc1cccc(Cl)c1)N1C[C@H]2[C@@H](c3ccccc31)[C@H](CO)N2C(=O)c1cccnc1,26,4,-8,0.3,-2,2,.,-28[16.7 µM]
C[C@@H]1CN([C@@H](C)CO)C(=O)c2cccc(NC(=O)C3CC3)c2O[C@H]1CN(C)C(=O)Nc1ccc(F)cc1,-17,1,9,2.0,33,11,.,-1[16.7 µM]
CCSc1nc2c(c(=O)n(C)c(=O)n2C)n1Cc1ccc(Cl)cc1,34,1,-1,.,3,.,.,-4
C[C@@H]1CN([C@@H](C)CO)C(=O)c2cc(NC(=O)Cc3cn(C)c4ccccc34)ccc2O[C@H]1CN(C)C,4,-6,-1,0.2,5,6,.,6[16.7 µM]
CC(C)(C)C(=O)NC(=S)Nc1ccccn1,-3,-3,10,0.6,6,17,0,-1
COc1ccc(C2(C)NC(=O)N(CC(=O)Nc3ccc(Br)c(C)c3)C2=O)cc1OC (stereo not drawn),-2,12,2,2.7,-1,-9,4,6
O=C(Nc1ccc(C(=O)N2CCCCC2)cc1)c1ccccc1Cl,0,0,5,-3.6,5,2,-3,-2
CCCCC(=O)OC1CCC2C3CCc4cc(O)ccc4C3CCC12C (stereo not drawn),1,0,-3,0.9,-3,.,5,-6
O=C(OCc1cc(Cl)ccc1OC(F)F)c1cccnc1,.,.,.,2.1,7,17,2,.
Cc1cc2c(ncn2C)c(NS(=O)(=O)c2cc(Cl)ccc2Cl)c1C,-1,-6,-3,.,-3,.,-2,1
C[C@@H]1CN([C@@H](C)CO)C(=O)c2cc(C#Cc3ccccc3F)cnc2O[C@@H]1CN(C)C(=O)Cc1ccncc1,-15,-3,-3,1.2,6,2,.,-4[16.7 µM]
CN1C(=O)c2cc(NC(=O)c3ccc(F)cc3)ccc2OC[C@@H]2O[C@H](CC(=O)NCC3CCCCC3)CC[C@H]21,-26,4,-5,0.4,4,-1,5,-2[16.7 µM]
CSc1sc(-c2nnc(SCC(=O)Nc3ccc(Cl)cc3)n2C)c2c1C=CCC2,.,-3,-2,0.7,0,-9,-4,4
O=C(N/N=C/c1cccs1)c1cccc(S(=O)(=O)Nc2ccc(Cl)cc2)c1,.,.,.,1.6,-7,-11,7,.
COc1ccccc1N(C)S(=O)(=O)c1ccc(C)c(C(=O)NC(C)c2ccccn2)c1 (stereo not drawn),-9,7,-1,-1.8,-1,5,10,-3

Continued.
structure,C2C12 statin,PglD DTNB,Cneo AK release,F508del corr,PGC1a acetyl inh,INS-1E GSIS act,FN deposition inh,miR-122 sensor
N#Cc1ccccc1OCC(=O)NC1CCCCCC1,4,2,0,3.0,-3,.,2,-6
Cc1ccc(S(=O)(=O)NC(=O)C2(C)CCN2C(=O)c2ccc(C(F)(F)F)nc2C)cc1 (stereo not drawn),2,3,0,0.0,8,1,2,0
Cn1cc(S(=O)(=O)c2ccccc2)n(C)c1=O,0,-1,1,1.0,.,1,-8,-3
COc1cccc(NC(=O)CN2C(=O)COc3ccc(S(=O)(=O)N4CCOCC4)cc32)c1,-1,6,14,0.3,-6,-4,-5,.
C[C@@H]1CCCCO[C@H](CN(C)S(=O)(=O)c2cn(C)cn2)[C@@H](C)CN([C@H](C)CO)C(=O)c2cc(NC(=O)Nc3ccc4c(c3)OCO4)ccc2O1,.,1,0,-0.8,6,9,.,11[16.7 µM]
CCCC#Cc1ccc([C@H]2[C@@H](CO)N3CCCCN(S(C)(=O)=O)C[C@H]23)cc1,-4,-8,-1,4.1,0,-7,.,1[16.7 µM]
C[C@H]1CN([C@@H](C)CO)C(=O)c2cc(NC(=O)Cc3cn(C)c4ccccc34)ccc2O[C@@H]1CN(C)Cc1ccc(-c2ccccc2)cc1,46,.,.,3.7,0,-6,.,-1[16.7 µM]
COCCCn1nnnc1SCC(=O)N1CCCC1,.,-1,-2,.,-1,.,.,-4
CC(=O)Nc1ccc2c(c1)C(=O)N(C)[C@@H]1CC[C@@H](CC(=O)NCCCN3CCOCC3)O[C@@H]1CO2,15,-2,3,-1.3,1,8,-5,33[16.7 µM]
Nc1ccc(C(=O)N/N=C/c2cn(Cc3cccc(F)c3)c3ccccc23)cc1,15,2,3,3.2,.,13,.,.
O/N=C(\COc1ccccc1O)c1ccccc1,6,.,.,.,-1,6,.,1
CC(C)=C(C)c1cc2nc(NCCCN(C)C)n(C)c(=O)c2s1,2,2,0,-0.6,2,.,8,-10
COc1cccc(-c2ccc3n(c2=O)C[C@H]2[C@H](CO)[C@@H](C(=O)N4CCCCC4)N[C@@H]32)c1,-7,4,-3,.,.,7,.,.
